# hERG WT inh: blocks the wildtype human KCNH2 potassium channel. Q12809. U2OS, BacMam KCNH2, thallium flux FluxOr; stronger effect = lower value. activity change, % at 1.84 µM. 0.37% of 340,000 active;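 active = maximum activity change below -70%; inconclusive = maximum activity change between -70% and -50%; inactive = maximum activity change above -50%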
#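 U2OS cells were transduced with wild-type KCNH2 virus (2.03 x 10^8 / mL) for 4 h at room temperature, then cultured overnight at 37 C. Thallium flux was read with FluxOr dye. Rate constants were normalized to DMSO controls.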
# PKM2 act: PKM2 (human) enzyme activation; 0.34% of 260,000 active; AID 1631; purified PKM2, Kinase-Glo ATP luminescence, activation; response scale: 0% is enzyme alone, no compound; Potency, µM (titrated, usually from 57.5 µM), without a hit: top-dose activation, actives largely listed as activators; also: potency is read from the fitted curve at half-maximal effect; nearly all actives have a fitted effect of over 55% in size
#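 Purified hPK-M2 (>95% pure) converted ADP (0.1 mM final) to ATP with 0.5 mM PEP in 50 mM imidazole pH7.2, KCl, MgCl2, Tween 20, BSA; 1 h at room temperature. ATP detected by Kinase-Glo luminescence.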
# GALK inhibitor: blocks human galactokinase activity; Purified GALK, Kinase-Glo residual ATP luminescence; Potency, µM (series often up to 57.5 µM), without a hit: at the highest dose activity change, negative = inhibition, hits mostly inhibitors; 0.007% of 270,000 active; P51570; also: potency is read from the fitted curve at half-maximal effect
#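 Galactose (100 uM) and ATP (35 uM) were turned over by 5 nM GALK for 1 h at RT. Kinase-Glo Plus then converted the remaining ATP into a luminescent signal.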
# FBPA coupling cs: coupling enzyme interference in Giardia aldolase counter-screen | AID 2472 | activity change, negative = inhibition, % at 58.2 µM, hits read low | 0.67% of 290,000 active | coupling enzyme system counterscreen, AmpLite Red fluorescence; in the data active = activity change below about -30%
#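 Counterscreen of the coupled detection system alone, without aldolase: glyceraldehyde-3-phosphate coupling enzymes plus AmpLite Red readout. Compounds at 57.5 uM final, 10 min RT preincubation, 20 min RT reaction, fluorescence 525/598 nm.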
# KCNH2 3.1 block: blocks the human KCNH2 3.1 channel isoform; U2OS KCNH2 3.1, thallium flux FluxOr; stronger effect = lower value; AID 720553; activity change, % (tested at about 1.8 µM); 0.95% of 340,000 active;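 active = maximum activity change below -70%; inconclusive = maximum activity change from -70% to -50%; inactive = maximum activity change above -50%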;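 also: thallium influx rate constant from kinetic fluorescence after stimulation buffer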
#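 Thallium flux via FluxOr fluorescence (Red40 quencher, 45 min loading) in U2OS cells virally expressing the KCNH2 3.1 isoform (1.77 x 10^8 /mL virus, overnight at 37 C). Rate constants from 2-min kinetic reads post-stimulation, normalised to positive and negative controls.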
# Giardia kill: kills Giardia lamblia. Giardia lamblia trophozoite viability. activity change, % at 7.66 µM, hits read low. 0.15% of 340,000 active; in the data active = activity change below about -80%; inconclusive = between about -30% and that limit;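 also: parasites exposed to compound for two days anaerobically before the ATP read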
#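 Giardia trophozoites, 100 cells per well, were exposed to compounds for 48 hrs at 37 deg C under anaerobic conditions; viability was then read as ATP content by bioluminescence after 15-30 min at room temperature.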
# B2AR arrestin: agonists driving beta-arrestin recruitment to human beta2-adrenergic receptor; Potency, µM (doses to about 46.1 µM), for inactives: at the top dose activation, actives largely listed as activators; beta-arrestin recruitment to beta2AR, cell-based reporter; 0.02% of 330,000 active; AID 492947;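 also: potency is read from the fitted curve at half-maximal effect; 0% = DMSO controls and full agonism = EC100 isoproterenol or metaproterenol; nearly all actives have a fitted effect of over 65% in size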
# uPA surface inh: blocks generation of uPA at the cell surface; cell surface uPA generation assay, qHTS; Potency, µM (doses to about 38.3 µM), for the others: at the highest dose activity change, negative = inhibition, actives largely listed as inhibitors; 0.31% of 330,000 active; active = well fitted inhibition curve with a large enough effect; inconclusive = small, poorly fitted or top-dose-only effect; inactive = no such curve, though single readings can be large or run the other way; tested in mouse RAW 264.7 cells; also: potency is read from the fitted curve at half-maximal effect; nearly all actives have a fitted effect of over 55% in size
# USP2a inh: blocks human ubiquitin-specific protease USP2a; O75604; USP2 core, Ub-CHOP2 coupled fluorogenic reporter, 485/531; Potency, µM (highest dose often 38.3 µM), inactives show at the highest dose activity change, negative = inhibition, actives largely listed as inhibitors; 0.01% of 330,000 active;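 also: potency is read from the fitted curve at half-maximal effect; plate controls were DMSO wells for no effect and full inhibition by NEM control for full effect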
#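 Cell-free coupled assay: 10nM USP2 core preincubated 30min RT with compound in Tris-HCl pH 8.0/CaCl2/CHAPS buffer, then 25nM Ub-CHOP2 and 25nM reporter substrate; fluorescence (Ex 485/Em 531) read after 60min RT, normalized to NEM inhibition, concentration-response curves fitted.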
# Eya2 phos inh: blocks the phosphatase activity of human Eya2. AID 488837. recombinant Eya2, OMFP fluorescence dephosphorylation (OMFP is methylfluorescein phosphate). Potency, µM (doses to about 76.9 µM), inactives show at the highest dose activity, negative = inhibition, actives largely listed as inhibitors. 0.006% of 330,000 active. O00167; also: potency is read from the fitted curve at half-maximal effect
#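 Eya2 (0.2 uM) preincubated 10 min at ambient with compound, then OMFP substrate added at 50 uM; 10 min reaction in 50 mM HEPES pH 7.5, 50 mM NaCl, 5 uM MgCl2, 0.05% BSA, 1 mM DTT. Fluorescence read at Ex 485/Em 525 nm.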
# Chronic BCR inh: blocks chronic active B-cell receptor signaling; AID 493014; 0.05% of 340,000 active; Potency, µM (titrated, usually from 46.1 µM), for the others: top-dose ratio change, negative = lower green/red ratio, usual class: inhibitors; ABC-DLBCL IkBa-CBG/CBR reporter, luminescence ratio, 4 h; active = well fitted inhibition curve with a large enough effect in the signal ratio, with a control signal flat, not every such curve was filed as active; inconclusive = small, poorly fitted or top-dose-only effect, or effect the other way, or a change in a side signal; the % refers to the signal ratio;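 also: potency is read from the fitted curve at half-maximal effect; plate controls were basal doxycycline-induced cells for no effect and cells given 10 µM MG132 for full effect; MG132 reads +100%, hits lower the ratio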
#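 Doxycycline induced both beetle luciferases in TMD8 lymphoma cells; IKK-driven degradation limits the IkappaBalpha-fused green signal, while red luminescence normalises for cell number and nonspecific effects. Compounds tested up to 46 uM, 4 hrs.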
# Starred values were filed as active, the others as inactive; ? = inconclusive; nt = no result given; ! = a repeat was not active; [ ] = dose if it differs, or a comment. Unless noted, calls follow the shape of the dose curve; as a rule, active = well fitted curve in the direction sought with a large enough effect; inconclusive = small, poorly fitted or top-dose-only effect, or another doubt; inactive = no such curve, though single readings can be large; an effect the other way counts as inactive or inconclusive. Unless noted, % is scaled to controls: 0 for no effect and ±100 for the full control effect.
SMILES,hERG WT inh,PKM2 act,GALK inhibitor,FBPA coupling cs,KCNH2 3.1 block,Giardia kill,B2AR arrestin,uPA surface inh,USP2a inh,Eya2 phos inh,Chronic BCR inh
Cc1ccccc1C(=O)NCCCCc1ccccc1,-1,-7%,0%,1,5,10,-1.6%,-2%,3%,-1%,?
CC(Sc1nc2sccc2c(=O)n1-c1ccccc1)C(N)=O (configuration not stated),-9,-2%,-4%,-1,5,-21,0.7%,2%,0%,-8%,-2%
CCCC(=O)OCCNC(=O)c1cc2ccccc2oc1=O,-3,1%,-1%,1,-19,-9,0.1%,4%,0%,9%,11%
O=C(/C=C/c1ccco1)Nc1cccnc1,6,4%,7%,-6,18,-20,0.1%,-7%,28%,4%,?
Cc1nnc(SC(C)C)n(N)c1=O,3,0%,10%,0,11,-7,0.4%,4%,4%,5%,-1%
COC(=O)CCC(=O)OC1(C)C(=O)C2=CN(CCCCO)C(c3ccc(OC)cc3)=CC2=C(Br)C1=O (configuration not stated),nt,5%,nt,-47*!,nt,nt,-0.9%,nt,2%,11%,1%
Cc1ccc(S(=O)(=O)NCc2ccccc2)cc1C(=O)NC1CCC(C)CC1 (configuration not stated),?,-9%,7%,nt,27,4,0.1%,0%,1%,-4%,5%
CCN(CC)Cc1ccccc1CNC(=O)c1cccc(S(=O)(=O)Nc2ccc3c(c2)OCO3)c1,18,nt,nt,nt,?,28,-0.9%,-5%,0%,-2%,?
COc1ccccc1-c1nc(-c2ccc(Br)o2)no1,9,-12%,2%,0,17,-29,-0.7%,-23%,-7%,-4%,?
CCCCS(=O)c1c(O)c2ccccc2[nH]c1=O (configuration not stated),5,-1%,nt,0,4,0,-0.4%,13%,1%,1%,2%
Cn1c(C(=O)N2CCCC(C(=O)NCCc3ccccc3)C2)cc2sccc21 (configuration not stated),-8,-14%,5%,2,2,-3,0.4%,?,-1%,-5%,7%
O=C1Nc2ccccc2/C1=N\N1CCOCC1,-11,1%,-2%,0,2,2,0.3%,4%,-2%,-4%,-18%
CCn1c(SCc2ccccc2Cl)nc2nc3c(cc2c1=O)CCCC3,-8,11%,-3%,2,1,18,-1.1%,-2%,4%,-18%,-1%
Cc1ccc(CSCC(=O)Nc2ccc(F)cc2)cc1,-20,-6%,0%,5,7,5,-0.1%,1%,-8%,-5%,?
O=c1[nH]nc(-c2ccc(OCc3ccc(Cl)cc3Cl)cc2)o1,-4,nt,0%,0,-8,7,-0.8%,7%,0%,-7%,1%
CCCN(C(=O)c1ccc2c(SCC(=O)O)c3c(nc2c1)CCC3)c1cccc(C)c1,-11,nt,2%,nt,9,11,-0.6%,-11%,-1%,-9%,3%
O=C(NC(CC(=O)N1CCCC(C(F)(F)F)C1)c1ccccc1)c1ccccc1Cl (configuration not stated),10,3%,-1%,nt,3,3,0.0%,-14%,0%,?,1%
CN(C)c1nnnn1-c1ccc(Cl)cc1Cl,1,nt,0%,4,-1,5,-0.8%,1%,-1%,6%,?
COC(=O)c1c(C)cc(O)cc1O,8,nt,nt,1,7,-5,nt,14%,nt,nt,nt
O=C(NCC1CCCO1)c1cccnc1NCc1ccc(F)cc1 (configuration not stated),-28,-6%,0%,-1,1,17,-0.6%,7%,3%,4%,2%
COc1ccc(Nc2nc(C)cc(C)c2C#N)cc1,-9,10%,-1%,2,-5,-9,-0.2%,-2%,0%,9%,?
Cc1ccc(-n2nc3c(c2NC(=O)c2cccs2)CS(=O)(=O)C3)c(C)c1,15,0%[0.46 µM],6%,1,-9,11,-1.0%,8%,1%,-11%,8%
COc1cccc(COc2ccc3ccc(=O)oc3c2)c1,-4,nt,nt,0,-74*,-6,-0.5%,-1%,2%,6%,-8%
O=C(c1ccccc1)c1cc2c(cc1[N+](=O)[O-])OCCO2,-3,2%,3%,-1,7,7,-0.4%,3%,-1%,-7%,-20%
COc1ccc(-c2nnc(SCC(=O)N3CCCC(C)C3)o2)c(OC)c1 (configuration not stated),-19,-6%,2%,2,-12,-27,-0.4%,-4%,1%,-1%,0%

# Further results follow.
SMILES,hERG WT inh,PKM2 act,GALK inhibitor,FBPA coupling cs,KCNH2 3.1 block,Giardia kill,B2AR arrestin,uPA surface inh,USP2a inh,Eya2 phos inh,Chronic BCR inh
N#C/C(=C\c1ccc(Br)s1)C(=O)N1CCN(c2ccccc2)CC1,2,-6%,-1%,1,1,19,-0.5%,22%,-1%,-4%,?
CCOC(=O)C1CCN(S(=O)(=O)c2ccc3c(c2)CC(=O)N3C)CC1,-18,13%,8%,-20,-25,-6,-0.3%,-9%,0%,12%,?
CC(C)NC(=O)Cn1c(=O)n(CC(=O)N2CCCCC2)c(=O)c2sccc21,0,nt,6%,nt,-7,46[activator],0.3%,8%,-8%,5%,-9%
C=C1CCC2[C@](C)(CO)[C@H](O)CC[C@@]2(C)[C@@H]1/C=C/C1=CCOC1=O (some centres not stated),-8,nt,nt,nt,9,7,-0.1%,0%,3%,-12%,-8%
COc1cc2c(cc1OC)C(c1ccc(-c3ccc(Cl)cc3Cl)o1)=NCC2,-4,10%,-2%,0,-115*,-2,0.3%,-1%,0%,-5%,?
CC(c1ccccc1)N1C(=O)C2C3CCC(C3)C2C1=O (configuration not stated),-2,-5%,1%,1,4,12,-0.6%,4%,0%,-8%,7%
O=C(CSc1nnc(-c2ccncc2)n1CCc1ccccc1)NCc1ccccc1,7,-4%,-2%,0,5,9,-0.4%,0%,-1%,-1%,10%
Brc1cnc(N2CCOCC2)nc1N1CCCCC1,-7,2%,0%,1,-2,9,-0.3%,0%,4%,3%,-5%
COc1ccc(NC(C)=O)cc1NC(=O)c1cccc(S(=O)(=O)N2CCN(Cc3ccccc3)CC2)c1,2,nt,nt,nt,12,-23,0.0%,0%,0%,-18%,0%
O=C(Nc1ccc(N2CCN(Cc3ccccc3F)CC2)cc1)c1ccccc1[N+](=O)[O-],11,5%,1%,0,4,-11,-1.0%,5%,7%,-4%,3%
CCC(c1nnnn1CCc1ccccc1)N(Cc1ccco1)Cc1cc2cc(C)cc(C)c2[nH]c1=O (configuration not stated),4,0%,-2%,-1,-14,-3,0.5%,-10%,0%,-25%,12%
CSc1cccc(NC(=O)Nc2ccccc2C(N)=O)c1,0,-5%,6%,0,0,4,3.0%,2%,-2%,-13%,?
CC(C)c1ccc(C2CC(=O)N3CN(Cc4ccco4)CSC3=C2C#N)cc1 (configuration not stated),-1,13%,-2%,-10,-15,0,-0.1%,-2%,-1%,8%,-1%
CCn1c(=O)cc(OCC(=O)Nc2cccnc2)c2ccccc21,-7,-7%,0%,1,4,2,-0.1%,-4%,3%,-1%,?
O=C(O)c1nc(NCCc2ccccc2)ncc1Cl,-113*,-6%,-3%,6,-180*,25,0.0%,-3%,1%,2%,8%
O=C1/C(=C\c2ccncc2)SC(=S)N1C1CCCCC1,-6,0%,-2%,2,-1,-12,-0.2%,-1%,-2%,-4%,10%
CCOc1ccc(-n2c(SCC(=O)Nc3cc(C)on3)nc3c([nH]c4ccccc43)c2=O)cc1,-1,-17%,2%,-1,-5,18,0.2%,24%,1%,-4%,-2%
CCC(=O)Nc1cccc(Oc2nc(C)cc(C)c2C#N)c1,6,-9%,4%,5,22,16,0.4%,-6%,2%,-1%,0%
CC(C)c1ccc(CNc2cc(N3CCCC3)ccc2[N+](=O)[O-])cc1,1,-3%,nt,0,-25,10,-1.8%,0%,2%,11%,1%
COc1ccc([N+](=O)[O-])cc1NC(=O)C(C)N1CCN(C(=O)c2ccco2)CC1 (configuration not stated),5,7%,-2%,1,46,-5,0.2%,0%,0%,2%,-3%
CC(C)C1Cc2c(sc3c2c(=O)n(Cc2ccccc2)c2nncn32)CO1 (configuration not stated),1,-5%,-3%,-1,-4,-14,-2.0%,-5%,0%,11%,-1%
Cn1c(Cn2c(=O)sc3ccccc32)nnc1SCC(=O)Nc1ccccc1,-3,0%,1%,0,3,-22,-1.6%,13%,1%,-9%,-2%
CCCn1c(N)c(C(=S)NC(=O)C2CC2)c(=O)n(C)c1=O,-19,5%,1%,-9,-23,4,-1.0%,4%,4%,4%,8%
COc1ccc(N2CC(C)Cn3c2nc2c3c(=O)[nH]c(=O)n2C)cc1 (configuration not stated),-8,-1%,0%,2,-28,1,0.0%,2%,4%,-14%,-1%
O=C(COc1ccc(C(=S)N2CCOCC2)cc1)N1CCCC1,0,-5%,1%,1,-2,-9,0.1%,5%,1%,0%,0%

# Compound activity: PubChem, National Center for Advancing Translational Sciences (NCATS)
